# Compound activity from PubChem.
# USP2a inh: blocks human ubiquitin-specific protease USP2a | Potency, µM (top dose mostly 38.3 µM), inactives show at the highest dose activity change, negative = inhibition, most hits filed as inhibitors | O75604 | AID 463254 | USP2 core, Ub-CHOP2 coupled fluorogenic reporter, 485/531 | 330,000 tested, 0.01% active;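 also: potency is read from the fitted curve at half-maximal effect; plate controls were DMSO wells for no effect and full inhibition by NEM control for full effect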
# Target sequence (O75604 whole entry, looked up): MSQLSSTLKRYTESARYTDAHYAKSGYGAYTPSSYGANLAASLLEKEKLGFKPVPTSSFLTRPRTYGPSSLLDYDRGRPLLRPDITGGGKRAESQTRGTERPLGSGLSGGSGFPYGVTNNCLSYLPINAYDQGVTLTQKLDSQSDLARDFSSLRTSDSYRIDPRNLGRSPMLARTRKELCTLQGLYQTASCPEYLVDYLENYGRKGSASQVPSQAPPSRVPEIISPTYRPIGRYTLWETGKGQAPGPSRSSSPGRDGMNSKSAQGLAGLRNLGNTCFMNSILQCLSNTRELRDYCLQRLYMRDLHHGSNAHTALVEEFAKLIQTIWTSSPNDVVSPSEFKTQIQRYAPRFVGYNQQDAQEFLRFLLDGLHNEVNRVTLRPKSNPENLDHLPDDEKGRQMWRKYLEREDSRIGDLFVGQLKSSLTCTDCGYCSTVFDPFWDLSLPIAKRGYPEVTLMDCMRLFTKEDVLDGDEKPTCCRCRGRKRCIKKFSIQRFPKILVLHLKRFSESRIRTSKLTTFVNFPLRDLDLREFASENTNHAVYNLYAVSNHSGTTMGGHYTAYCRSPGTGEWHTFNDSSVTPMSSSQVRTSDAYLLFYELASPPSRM
#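 USP2 core (10nM final) preincubated 30min RT with compound in 20mM Tris-HCl pH 8.0, 2mM CaCl2, 2mM beta-mercaptoethanol, 0.05% CHAPS; 25nM Ub-CHOP2 plus 25nM reporter substrate added, fluorescence (Ex485/Em531) read after 60min.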
# KCNH2 3.1 inh: inhibitors of human KCNH2 3.1 potassium channel isoform; U2OS KCNH2 3.1, thallium flux FluxOr; stronger effect = lower value; activity change, % (tested at about 1.8 µM); 340,000 tested, 0.95% active; AID 720553;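 active = maximum activity change below -70%; inconclusive = maximum activity change from -70% to -50%; inactive = maximum activity change above -50%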;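 also: thallium influx rate constant from kinetic fluorescence after stimulation buffer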
#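 FluxOr-based Tl+ influx in U2OS cells transduced with KCNH2 3.1 virus; rate constants normalized to DMSO controls.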
# PKM2 act: PKM2 (human) enzyme activation. purified PKM2, Kinase-Glo ATP luminescence, activation; response scale: 0% is enzyme alone, no compound. Potency, µM (doses to about 57.5 µM), inactives show at the top dose activation, usual class: activators. P14618. 260,000 tested, 0.34% active; also: potency is read from the fitted curve at half-maximal effect; nearly all actives have a fitted effect of over 55% in size
#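 Kinase-Glo luminescence reports ATP generated from ADP (0.1 mM) and PEP (0.5 mM) by purified hPK-M2 after 1 h at room temperature, pH 7.2 imidazole buffer; intermediate enzyme activity allows detecting inhibitors and activators.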
# Giardia kill: Giardia lamblia killing. Giardia lamblia trophozoite viability. activity change, % at 7.66 µM, hits read low. 340,000 tested, 0.15% active; in the data active = activity change below about -80%; inconclusive = between about -30% and that limit;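 also: parasites exposed to compound for two days anaerobically before the ATP read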
#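 ATP-content bioluminescence gauges trophozoite survival. Cells (100/well) receive compound and incubate anaerobically for 48 hrs at 37 deg C; detection reagent follows for 15-30 min at room temperature.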
# uPA surface inh: inhibitors of cell surface uPA generation; cell surface uPA generation assay, qHTS; Potency, µM (top dose mostly 38.3 µM), for inactives: at the top dose activity change, negative = inhibition, usual class: inhibitors; 330,000 tested, 0.31% active; active = well fitted inhibition curve with a large enough effect; inconclusive = small, poorly fitted or top-dose-only effect; inactive = no such curve, though single readings can be large or run the other way; tested in mouse RAW 264.7 cells; also: potency is read from the fitted curve at half-maximal effect; nearly all actives have a fitted effect of over 55% in size
# Chronic BCR inh: blocks chronic active B-cell receptor signaling; ABC-DLBCL IkBa-CBG/CBR reporter, luminescence ratio, 4 h; Potency, µM (doses to about 46.1 µM), for inactives: at the top dose ratio change, negative = lower green/red ratio, actives largely listed as inhibitors; 340,000 tested, 0.05% active; AID 493014; active = well fitted inhibition curve with a large enough effect in the signal ratio, with a control signal flat, not every such curve was filed as active; inconclusive = small, poorly fitted or top-dose-only effect, or effect the other way, or a change in a side signal; the % refers to the signal ratio;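 also: potency is read from the fitted curve at half-maximal effect; plate controls were basal doxycycline-induced cells for no effect and cells given 10 µM MG132 for full effect; MG132 reads +100%, hits lower the ratio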
#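 Concentration-response series (up to 46 uM) were applied to TMD8 dual-reporter cells for 4 h at 37C with doxycycline. Green/red ratio, after filter-overlap correction, defined %Activity; red signal alone was normalised to basal cells and zero luminescence.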
# FBPA coupling cs: inhibits coupling enzyme system, counter-screen for aldolase hits; coupling enzyme system counterscreen, AmpLite Red fluorescence; activity change, negative = inhibition, % at 58.2 µM, hits read low; 290,000 tested, 0.67% active; AID 2472; in the data active = activity change below about -30%
#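 Coupling enzymes only (glyceraldehyde-3-phosphate) + compound, at 57.5 uM final, 10 min RT; add substrate/coupling/AmpLite Red mix, 20 min RT; fluorescence ex 525/em 598 nm. Actives flag coupling-system interference.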
# KCNH2 WT inh: KCNH2 (human, wildtype) channel inhibition; Q12809; U2OS, BacMam KCNH2, thallium flux FluxOr; stronger effect = lower value; activity change, % at 1.84 µM; 340,000 tested, 0.37% active; AID 720551;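 active = maximum activity change below -70%; inconclusive = maximum activity change between -70% and -50%; inactive = maximum activity change above -50%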
#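 U2OS cells transduced with wild-type KCNH2 virus are loaded with FluxOr dye for 45 min, and thallium flux is measured in kinetic reads before and after stimulation buffer. Rate constants are normalized to DMSO controls.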
# GALK inh: blocks human galactokinase activity | 270,000 tested, 0.007% active | P51570 | Purified GALK, Kinase-Glo residual ATP luminescence | AID 1868 | Potency, µM (highest dose often 57.5 µM), without a hit: at the top dose activity change, negative = inhibition, most hits filed as inhibitors; also: potency is read from the fitted curve at half-maximal effect
#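 Galactose (100 uM) and ATP (35 uM) were turned over by 5 nM GALK for 1 h at RT. Kinase-Glo Plus then converted the remaining ATP into a luminescent signal.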
# B2AR arrestin: agonists driving beta-arrestin recruitment to human beta2-adrenergic receptor; 330,000 tested, 0.02% active; P07550; Potency, µM (highest dose often 46.1 µM), for the others: top-dose activation, most hits filed as activators; AID 492947; beta-arrestin recruitment to beta2AR, cell-based reporter;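 also: potency is read from the fitted curve at half-maximal effect; 0% = DMSO controls and full agonism = EC100 isoproterenol or metaproterenol; nearly all actives have a fitted effect of over 65% in size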
# Eya2 inh: Eya2 (human) phosphatase inhibition | Potency, µM (top dose mostly 76.9 µM), for inactives: at the top dose activity, negative = inhibition, hits mostly inhibitors | O00167 | 330,000 tested, 0.006% active | recombinant Eya2, OMFP fluorescence dephosphorylation (OMFP is methylfluorescein phosphate); also: potency is read from the fitted curve at half-maximal effect
# Target sequence (O00167 whole entry, looked up): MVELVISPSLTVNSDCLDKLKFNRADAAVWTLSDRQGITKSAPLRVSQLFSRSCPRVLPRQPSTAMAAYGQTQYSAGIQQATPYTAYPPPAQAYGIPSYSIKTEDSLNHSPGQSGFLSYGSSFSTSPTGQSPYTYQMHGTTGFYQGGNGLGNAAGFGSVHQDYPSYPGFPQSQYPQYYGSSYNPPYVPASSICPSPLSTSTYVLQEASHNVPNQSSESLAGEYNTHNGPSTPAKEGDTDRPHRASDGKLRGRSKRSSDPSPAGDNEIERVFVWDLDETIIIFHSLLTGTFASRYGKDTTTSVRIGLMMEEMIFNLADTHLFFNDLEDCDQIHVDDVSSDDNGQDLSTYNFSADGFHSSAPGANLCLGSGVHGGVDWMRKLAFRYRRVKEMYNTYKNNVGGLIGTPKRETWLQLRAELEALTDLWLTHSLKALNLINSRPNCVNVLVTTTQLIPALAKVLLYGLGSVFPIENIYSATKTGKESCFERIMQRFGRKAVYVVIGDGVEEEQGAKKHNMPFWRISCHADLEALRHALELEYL
#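 Eya2 (0.2 uM) preincubated 10 min at ambient with compound, then OMFP substrate added at 50 uM; 10 min reaction in 50 mM HEPES pH 7.5, 50 mM NaCl, 5 uM MgCl2, 0.05% BSA, 1 mM DTT. Fluorescence read at Ex 485/Em 525 nm.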
# * hit, by the source's call; ? = inconclusive; . = no result given; [ ] = remark or other dose. Unless noted, calls follow the shape of the dose curve; as a rule, active = well fitted curve in the direction sought with a large enough effect; inconclusive = small, poorly fitted or top-dose-only effect, or another doubt; inactive = no such curve, though single readings can be large; an effect the other way counts as inactive or inconclusive. Unless noted, % is scaled to controls: 0 for no effect and ±100 for the full control effect. Random draw from the library; 2.4% or so of the library scored in one or more.
SMILES,USP2a inh,KCNH2 3.1 inh,PKM2 act,Giardia kill,uPA surface inh,Chronic BCR inh,FBPA coupling cs,KCNH2 WT inh,GALK inh,B2AR arrestin,Eya2 inh
CC(C)C(C(=O)N1CCN(C(=O)OC(C)(C)C)CC1)n1cc(-c2cn([C@@H](C)C(=O)N3CCN(C(=O)OC(C)(C)C)CC3)nn2)nn1 (some centres not stated),8%,.,-3%,.,.,0%,7,.,3%,-0.4%,-4%
Cc1cccc(NC(=O)CCOc2ccccc2)c1C,1%,13,-13%,-5,-2%,?,-3,-1,-5%,-0.7%,3%
Cc1onc(-c2c(F)cccc2Cl)c1C(=O)OCC(=O)N1C(C)CCCC1C (configuration not stated),0%,5,.,-2,3%,3%,.,3,.,-0.5%,-24%
Cc1ccc(C)c(-n2c(SCC(=O)Nc3nonc3C)nnc2-c2ccoc2C)c1,1%,-17,-4%,24,6%,0%,1,-4,8%,0.1%,12%
COc1ccccc1N(CN1CCCC1=O)C(=O)c1ccccc1F,1%,-6,-1%,7,.,4%,-4,-15,1%,-0.5%,11%
Cc1ccc(S(=O)(=O)N(C)c2ccc(C(=O)N(C)Cc3nc4ccccc4c(=O)[nH]3)cc2)cc1,-2%,-2,.,-2,0%,3%,.,2,.,0.1%,-1%
COc1cccc(-c2nc(N3CCC(C)CC3)c3ccccc3n2)c1O,4%,-7,1%,7,-5%,?,0,0,-2%,0.3%,6%
COn1c(=O)c(-c2ccc(Cl)cc2)[n+]([O-])c2ccccc21,2%,19,1%,-11,2%,-1%,1,19,1%,-0.1%,-26%
COc1ccc(S(=O)(=O)N2CCN(C)CC2)cn1,1%,-9,-2%,-12,-1%,3%,1,-1,4%,-0.3%,17%
Cc1cc(=O)oc2cc3c(cc12)OCCN3,1%,-25,5%,-18,-4%,-6%,1,15,-1%,0.0%,7%
COCc1cc(/C=N\NC(=O)COc2ccccc2)ccc1OC,0%,16,4%,-19,9%,?,3,-5,3%,-0.7%,3%
Cc1ccc(CN2CN(S(=O)(=O)c3cccs3)c3nc4ccccc4nc32)cc1,0%,3,-11%,3,9%,15%,-12,28,0%,0.4%,8%
CCC(=O)c1ccc(OCC(=O)c2ccc3c(c2)NC(=O)CO3)cc1,5%,18,0%,-11,11%,2%,2,-4,0%,-0.7%,10%
Cc1cccc(N2C(=O)N3[C@H]4c5ccccc5OC[C@@H]4[C@@H](c4ccccc4)[C@@]3(C)C2=O)c1,0%,-1,.,2,12%,?,.,-34,.,0.1%,-2%
CCOC(=O)c1c(/N=C/c2ccc(C)cc2O)sc2c1CCC2,1%,6,-4%,12,-7%,?,-2,9,0%,-0.5%,-20%
O=C(c1ccccc1)N1CCN(CC2CC=CCC2)CC1 (configuration not stated),-1%,5,5%,-4,1%,?,4,8,-4%,-0.2%,-6%
CCNCc1cc([N+](=O)[O-])ccc1OCC,-1%,-14,-2%,-25,9%,-5%,4,7,-1%,-0.2%,1%
Cc1ccc(CC(=O)OCC(=O)c2ccc[nH]2)cc1C,7%,-5,.,-4,5%,1%,.,6,.,-2.4%,-25%
Oc1ccccc1/C=N/Nc1cc(N2CCCC2)nc(N2CCCC2)n1,0%,-6,9%,-6,7%,21%,-18,14,0%,-0.9%,-5%
O=S(=O)(Nc1cccc(Cl)c1)c1cccc(-n2cnnn2)c1,-1%,5,.,11,0%,-3%,.,14,.,-0.2%,-10%
Cc1ccc(CNC(=O)c2ccc(N3CCC4(CC3)CC(c3ccccc3)=NO4)c(NC(=O)c3ccco3)c2)cc1,0%,-47,1%,-26,7%,-14%,1,-16,.,-0.7%,11%
CSC1=NSC2=NC(=O)/C(=C/c3coc4ccccc4c3=O)C(=N)N12,?,-1,-22%,0,2%,?,5,25,-19%,-0.9%,?
CCOC(=O)c1sc(NC(=O)c2cccc(S(=O)(=O)N3CCc4ccccc43)c2)c(C#N)c1C,20%,-19,-2%,7,0%,14%,2,5,1%,-0.2%,8%
CC(C)OP(=O)(OC(C)C)C(C)NC(=O)Cc1ccccc1 (configuration not stated),3%,4,-2%,-11,-7%,6%,2,4,-2%,0.2%,-8%
O=C(NC(=S)Nc1cc(Cl)ccc1O)c1cccc(Br)c1,-2%,5,-7%,?,4%,?,1,-2,3%,0.5%,20%

# One compound at a time (already shown). Values in the order: USP2a inh	KCNH2 3.1 inh	PKM2 act	Giardia kill	uPA surface inh	Chronic BCR inh	FBPA coupling cs	KCNH2 WT inh	GALK inh	B2AR arrestin	Eya2 inh
# Profile of O=C(NC(=S)Nc1cc(Cl)ccc1O)c1cccc(Br)c1 : -2%	5	-7%	?	4%	?	1	-2	3%	0.5%	20%
# Profile of Cc1onc(-c2c(F)cccc2Cl)c1C(=O)OCC(=O)N1C(C)CCCC1C (configuration not stated) : 0%	5	.	-2	3%	3%	.	3	.	-0.5%	-24%

# Next part
SMILES,USP2a inh,KCNH2 3.1 inh,PKM2 act,Giardia kill,uPA surface inh,Chronic BCR inh,FBPA coupling cs,KCNH2 WT inh,GALK inh,B2AR arrestin,Eya2 inh
Cc1cc(OC(=O)c2ccccc2)c([N+](=O)[O-])c(=O)[nH]1,0%,-11,4%,36[activator],2%,-7%,5,-17,0%,-0.1%,2%
Cc1noc(C(=O)Nc2ccc(F)c(Cl)c2)c1Cl,3%,-7,.,10,-4%,-1%,4,-6,2%,-0.2%,2%
C=CCNc1nc2c(c(=O)[nH]c(=O)n2C)n1CCOc1ccccc1,0%,-3,6%,0,-4%,-3%,2,-1,1%,-0.9%,16%
COc1ccc(NC(C)=O)cc1S(=O)(=O)Nc1ccccc1C(=O)N1CCCC1,2%,14,1%,3,1%,1%,0,-2,0%,-0.2%,-17%
CCn1c(C)nc2cc(C(=O)NNC(=S)Nc3ccccc3Cl)ccc21,2%,8,0%,-5,0%,?,6,-6,-1%,-0.1%,6%
COC(=O)/C(C#N)=C/c1c(N2CCCCCC2)nc2ccccn2c1=O,-8%,3,.,9,-4%,?,3,6,.,0.4%,4%
O=C(c1cc2ccccc2cc1OCC(O)CN1CCCCC1)N1CCCCC1 (configuration not stated),2%,-36,-2%,28,-6%,1%,5,20,1%,5.8%,-1%
CCCc1cc(=O)[nH]c(SCC(=O)NC2CCCCC2)n1,7%,-2,-1%,1,-10%,3%,7,-4,-1%,-0.3%,3%
O=C(Nc1nccs1)C1CCN(S(=O)(=O)c2cccnc2)CC1,3%,10,8%,21,17%,2%,5,-26,1%,5.0%,6%
COC(=O)/C(=C\Nc1ccc(Cl)cc1Cl)NC(=O)c1ccc(Cl)cc1Cl,.,-16,-4%,-19,8%,.,1,8,-2%,.,.
Clc1ccc(OCc2nc3ccccc3[nH]2)cc1,-2%,5,-6%,-25,-8%,?,0,1,5%,-0.2%,-5%
CC(C)CCN1C(N(C)C)=NC[C@@H]1C,-9%,15,.,-4,5%,-4%,.,2,.,0.1%,7%
CC(=O)NCCNS(=O)(=O)c1ccc(C)c([N+](=O)[O-])c1,-1%,16,0%,13,1%,0%,0,-3,8%,0.0%,-5%
CCOC(=O)Nc1ccc2c(c1)N(C(=O)CN)c1ccccc1CC2,-2%,4,0%,14,-10%,7%,1,8,3%,-0.3%,-6%
O=C(CCl)N(C/C=C/c1ccccc1)c1ccc2c(c1)OCCO2,-4%,-33,-2%,16,-17%,?,-17,-4,1%,-0.6%,-3%
COc1cccc(CC2(CO)CCCN(Cc3[nH]c4ccc(C)cc4c3C)C2)c1 (configuration not stated),7%,-99*,3%,29,0%,?,0,-89*,-1%,-0.4%,-9%
CCn1cc(CN2CCC(n3nccc3NC(=O)c3ccccc3OC)CC2)cn1,0%,-41,.,0,-5%,1%,.,-2,6%,0.0%,10%
COc1ccc(N2CCN(Cc3cc4c(cc3O)CCC4)CC2)cc1,-2%,-43,0%,7,-5%,14%,-6,23,-2%,0.3%,14%
Cc1ccccc1NC(=O)Nc1ccccc1Br,6%,5,2%,-1,-15%,?,4,-4,-3%,-1.1%,15%
c1ccc(Nc2ncnc3sc4c(c23)CCC4)cc1,-1%,11,-4%,-19,-9%,-4%,0,-4,0%,-0.1%,-1%
COCCN(Cc1cc2cc(C)ccc2n2nnnc12)C(=S)Nc1ccccc1C,-3%,-5,-8%,-22,1%,3%,0,0,1%,0.2%,3%
CCOc1cc(/C=C2\C(=N)N3N=CSC3=NC2=O)ccc1OS(=O)(=O)c1ccccc1,1%,3,7%,-26,0%,1%,11,-10,-26%,3.9%,-18%
Cc1ncc(CO)c2c1OC(C)(C)OC2,1%,16,-4%,-8,3%,2%,8,-14,2%,0.1%,9%
CCOC(=O)CSc1ncc(-c2ccc([N+](=O)[O-])cc2)[nH]1,2%,-4,6%,-17,3%,?,1,2,4%,-0.5%,5%
CC(C)NC(=O)C1CCCN(S(C)(=O)=O)C1 (configuration not stated),2%,8,3%,-6,10%,0%,1,-5,1%,-0.2%,1%
Cc1cc(C(=O)N2CCCC(C(=O)c3ccc4ccccc4c3)C2)nn1C (configuration not stated),12%,12,2%,-28,-3%,?,2,10,1%,0.1%,1%
